# Diaph inh CS = counter-screen for diaphorase-based assays: diaphorase inhibitors and chemical oxidizers. diaphorase resazurin-to-resorufin fluorescence, NADH, 16 min; bacterial (C. kluyveri) enzyme, not human. inhibition, % at 20 µM. hit rate 0.69% among 190,000. AID 1217;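 active = primary screen inhibition at 20 µM above a set limit, cut at about 50% in these data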;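 also: plate controls were DMSO with full reaction for no effect and wells lacking NADH for full effect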
#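 Test system: Clostridium kluyveri diaphorase enzyme / Quantity: diaphorase at 0.14 U/mL in enzyme working solution / Incubation: 16-min room-temperature incubation before reading / Benchmarks: NADH-free wells as positive control, DMSO-only neutral wells / Signal: resorufin fluorescence 544/590 nm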
# G6PDH CS = inhibits Leuconostoc G6PDH, flagging false hits in G6PDH-based assays. AID 1020. hit rate 0.12% among 200,000. inhibition, % at 5 µM. Purified L. mesenteroides G6PDH, diaphorase/resazurin coupled fluorescence, 45 min; in the data active = inhibition above about 50%
# TLR4-MyD88 BLA = blocks binding of human TLR4 to MyD88. hit rate 0.18% among 200,000. inhibition, % at 8.4 µM. HeLa CL3-4 TLR4/MyD88 BLA complementation, FRET ratio; in the data active = inhibition above about 25%;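 also: 0% = vehicle and 100% = reference inhibitor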
# Target sequence (O00206 whole entry, looked up): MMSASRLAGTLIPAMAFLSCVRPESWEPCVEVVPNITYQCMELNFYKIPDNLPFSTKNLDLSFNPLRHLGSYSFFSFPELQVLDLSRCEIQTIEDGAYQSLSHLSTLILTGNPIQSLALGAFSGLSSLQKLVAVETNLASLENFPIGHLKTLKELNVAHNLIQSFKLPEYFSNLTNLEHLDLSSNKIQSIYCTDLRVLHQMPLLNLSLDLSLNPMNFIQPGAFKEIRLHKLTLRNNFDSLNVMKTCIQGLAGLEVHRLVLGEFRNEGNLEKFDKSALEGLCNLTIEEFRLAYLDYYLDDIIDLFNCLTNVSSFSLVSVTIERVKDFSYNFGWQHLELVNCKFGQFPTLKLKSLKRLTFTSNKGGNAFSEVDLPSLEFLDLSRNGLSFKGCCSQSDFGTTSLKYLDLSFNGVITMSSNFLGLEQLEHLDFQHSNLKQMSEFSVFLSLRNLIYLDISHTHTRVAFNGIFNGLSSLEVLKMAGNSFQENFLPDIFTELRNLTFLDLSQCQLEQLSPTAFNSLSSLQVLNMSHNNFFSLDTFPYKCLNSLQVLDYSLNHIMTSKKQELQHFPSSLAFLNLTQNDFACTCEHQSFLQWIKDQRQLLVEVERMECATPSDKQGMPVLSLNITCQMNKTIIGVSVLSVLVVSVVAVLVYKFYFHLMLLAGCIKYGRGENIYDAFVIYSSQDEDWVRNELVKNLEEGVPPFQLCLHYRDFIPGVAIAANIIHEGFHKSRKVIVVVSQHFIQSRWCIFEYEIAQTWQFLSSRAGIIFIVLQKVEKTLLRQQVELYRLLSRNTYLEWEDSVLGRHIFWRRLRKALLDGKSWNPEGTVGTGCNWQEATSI
# Target sequence (Q99836 whole entry, looked up): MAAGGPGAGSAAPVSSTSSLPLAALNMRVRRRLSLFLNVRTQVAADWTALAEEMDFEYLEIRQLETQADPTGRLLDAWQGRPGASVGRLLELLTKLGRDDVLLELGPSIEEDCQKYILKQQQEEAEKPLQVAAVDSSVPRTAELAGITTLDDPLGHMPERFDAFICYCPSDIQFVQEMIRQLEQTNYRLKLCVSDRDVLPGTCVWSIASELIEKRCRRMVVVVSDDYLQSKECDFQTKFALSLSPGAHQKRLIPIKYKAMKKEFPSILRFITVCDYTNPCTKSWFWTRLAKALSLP
# STAT1 inh = inhibitors of IFN-gamma induced STAT1 signaling | hit rate 0.35% among 200,000 | NIH 3T3 STAT1-luciferase reporter, luminescence | inhibition, % at 5.5 µM | AID 920;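 active = inhibition above a set limit, the mean inhibition across all tested compounds plus 3 SD, cut at about 34% in these data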;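 also: 0% = IFN-gamma with DMSO and 100% = IFN-gamma with 300 µM nifuroxazide; values of inactives mirror those of a sister screen read the other way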
# STAT3 inh = inhibitors of IL-6 induced STAT3 signaling; U3A cells, IL-6 STAT3-luciferase reporter, luminescence; host cell line lacks STAT1; inhibition, % at 5.5 µM; hit rate 0.89% among 190,000;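 active = inhibition above the mean inhibition across all screened compounds plus 3 SD, cut at about 44% in these data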;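 also: 0% = DMSO only wells and 100% = 100 µM nifuroxazide control wells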
# Hsp70 act = transcriptional activators of Hsp70 | HeLa Hsp70 promoter luciferase reporter, luminescence; scaled: vehicle 0, proteasome-inhibitor control 100% | activation, % at 10 µM | hit rate 0.04% among 200,000 | AID 1203;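 active = activation above the mean across all tested compounds plus 3 SD, cutoff set per campaign, cut at about 5.5% in these data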;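 also: 100% = MG132 at 30 µM as the positive control and 0% = DMSO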
# APP transl inh = APP translation inhibition; hit rate 0.82% among 190,000; inhibition, % at 2 µM; SH-SY5Y APP 5'UTR-luciferase reporter, luminescence;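 active = inhibition above a set limit, derived from the sample mean plus 3 SD, cut at about 45% in these data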; also: values of inactives mirror those of a sister screen read the other way
# STAT1 act = increases IFN-gamma driven STAT1 reporter signal | AID 932 | NIH 3T3 STAT1-luciferase reporter, luminescence; 100% = IFN-gamma alone, no compound | hit rate 2.6% among 200,000 | activation (% of control), % at 5.5 µM;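 active = activation above the screen-wide mean activation plus 3 SD, cut at about 130% in these data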;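 also: raw ratio to IFN-gamma control signal so 100% means no change and 0% no light; values of inactives mirror those of a sister screen read the other way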
# Diaphorase act = diaphorase activation or chemical reduction counter-screen; Diaphorase/resazurin coupled assay, resorufin fluorescence, 16 min; stronger effect = higher value; 1 = vehicle wells, 0 = NADH-free wells; activation factor at 20 µM; hit rate 0.005% among 190,000;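 active = diaphorase activity raised at least twofold by the compound at 20 µM; inactive = activation factor below 2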
#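 Material: Purified diaphorase enzyme from Clostridium kluyveri | Buffer or medium: 50 mM HEPES pH 7.4 with 4.542 mM MgCl2, 0.005% Tween 20 | Times: 16 min enzyme reaction, ambient temperature | Signal: Red resorufin fluorescence at 544/590 nm excitation/emission | Measure: Increased resorufin signal from activators or reducing compounds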
# STAT3 activator = activators of IL-6 induced STAT3 signaling; hit rate 0.91% among 190,000; activation (% of control), % at 5.6 µM; U3A cells, IL-6 STAT3-luciferase reporter, luminescence; 100% = signal with IL-6 EC80 alone; AID 871;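 active = activation above the screen-wide mean of compound activation plus 3 SD, cut at about 130% in these data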;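 also: 0% = background luminescence of wells with medium and substrate only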
#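 Material: STAT3-luciferase reporter U3A cells; Probe or stimulus: IL-6 (33 ng/mL); Incubation: compound pre-incubation 1 h before IL-6, then 6 h stimulation at 37 °C; Technique: luminescence from STAT3-driven luciferase reporter; Evaluation: % activation versus median of IL-6-stimulated wells; Controls: IL-6-only high control.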
# An asterisk follows results filed as active.
SMILES,Diaph inh CS,G6PDH CS,TLR4-MyD88 BLA,STAT1 inh,STAT3 inh,Hsp70 act,APP transl inh,STAT1 act,Diaphorase act,STAT3 activator
CS(=O)(=O)N(CC(=O)N1CCc2ccccc2C1)Cc1ccccc1,6,0,-8,2,11,-0.2,-1,98,0.9,91
CCOC(=O)N1CCN(C(=O)N2CCOCC2)CC1,4,-1,5,-4,-5,-0.1,9,105,1,107
O=S(=O)(Nc1cccnc1)c1ccccc1,-13,4,9,-2,2,-0.3,4,100,1.1,100
O=C(NCc1cccc(Cl)c1)c1cccnc1,8,4,-1,-2,-2,-0.1,-2,99,0.9,103
CCOC(=O)c1c(NC(=O)COC(=O)Cn2c(C(F)(F)F)nc3ccccc32)sc(C)c1C,3,4,3,-6,-6,-0.1,-4,105,1,107
CCCc1cc(=O)n2[nH]c(-c3ccc(Br)cc3)cc2n1,3,-2,5,-48,-15,0.1,-58,144*,1,116
Cc1ccc(C(=O)NCCSCc2ccccc2)cc1[N+](=O)[O-],20,19,-4,4,12,-0.4,1,96,0.8,93
Cc1cc(C(=O)CN2C(=O)NC3(CCCCC3)C2=O)c(C)n1Cc1ccc2c(c1)OCO2,19,6,10,-22,-5,0.5,-16,120,0.8,106
COc1ccc(-c2nnc3sc(COc4ccc(C)cc4)nn23)cc1,8,6,7,5,-4,-0.3,13,95,0.9,108
CCc1cc2cc3c(cc2nc1SCC(=O)Nc1nnc(C)s1)OCCO3,-1,-18,5,0,4,-0.1,0,100,1,99
CC(=O)NC1=NN(C(C)=O)C(C)(c2ccccn2)S1 (centres undefined),-2,4,-4,-3,-10,-0.3,-20,101,1,112
CCC(=O)Nc1nc(C)c(Oc2ccccc2)c(=O)[nH]1,9,18,6,3,4,-0.3,-8,98,0.9,102
COc1ccc(CCNc2cc(=O)[nH]c(N)n2)cc1,31,16,3,-3,-6,-0.1,12,106,0.7,108
COC(=O)c1ccccc1NC(=O)Nc1ccc(C(=O)N2CCCC2)cc1,-5,0,16,3,11,-0.3,2,97,1.1,93
Cc1ccc2c(c1)c(C)c(C)n2CC(O)Cn1nnc2ccccc21 (centres undefined),24,0,-9,0,2,-0.2,-17,100,0.8,105
Cc1cc(C(=O)OCC(=O)c2c(N)n(C)c(=O)n(C)c2=O)c(C)n1-c1ccccc1,6,11,-5,-12,11,-0.1,-3,111,0.9,95
CN1CCc2c(c3c(n2C)CCN(C)C3c2ccc(F)cc2)C1c1ccc(F)cc1 (centres undefined),4,2,-3,3,18,0.1,-3,97,1,87
C=CCn1c(=S)[nH]c2scc(-c3cccs3)c2c1=O,22,5,8,4,15,-0.2,19,96,0.8,96
CCNc1nc(Oc2ccc(=O)n(-c3ccccc3)n2)nc(N2CCOCC2)n1,14,-10,1,-3,-1,-0.2,5,103,0.9,103
Cc1ccc(CNC(=O)/C=C/c2cccs2)cc1,11,0,-2,-11,-9,-0.1,4,110,0.9,106
O=C(c1cc(Cl)cc(Cl)c1)N1CCOCC1,20,-2,-18,4,1,-0.1,-7,96,0.8,100
Cc1c(Br)c([N+](=O)[O-])nn1CCCC(=O)NC(C)c1ccccc1 (centres undefined),16,4,-16,5,13,-0.2,-8,94,0.8,96
CC(=O)Nc1ccc2nc(NC(=O)COc3ccc([N+](=O)[O-])cc3)sc2c1,10,16,6,1,16,-0.3,-3,97,0.9,89
COC(=O)c1c(-c2ccccc2Cl)noc1/C=C/N(C)C,-11,-5,-3,5,13,-0.1,20,95,1.1,92
COc1cc(C(=O)N2CCC(NC(=O)C(Cc3ccc(C)cc3)NC(C)=O)CC2)cc(OC)c1OC (centres undefined),6,-16,14,-1,-3,-0.4,6,101,0.9,105

# Exported tab-delimited: 2 of the compounds above
compound	Diaph inh CS	G6PDH CS	TLR4-MyD88 BLA	STAT1 inh	STAT3 inh	Hsp70 act	APP transl inh	STAT1 act	Diaphorase act	STAT3 activator
CCNc1nc(Oc2ccc(=O)n(-c3ccccc3)n2)nc(N2CCOCC2)n1	14	-10	1	-3	-1	-0.2	5	103	0.9	103
Cc1ccc(CNC(=O)/C=C/c2cccs2)cc1	11	0	-2	-11	-9	-0.1	4	110	0.9	106

# Other compounds follow.
SMILES,Diaph inh CS,G6PDH CS,TLR4-MyD88 BLA,STAT1 inh,STAT3 inh,Hsp70 act,APP transl inh,STAT1 act,Diaphorase act,STAT3 activator
COc1ccc2c(c1)c1nnc(SCC(=O)N3C(C)CCCC3C)nc1n2C (centres undefined),25,1,-8,-5,8,0.1,-7,105,0.8,95
COC(=O)c1nn(-c2ccccc2)c(Sc2ccc(C)cc2)c1/C=N/O,22,4,8,4,-4,-0.2,0,97,0.8,103
CCCn1nnnc1NCc1c(Cl)cccc1Cl,10,4,-7,1,-7,0.1,9,98,0.9,107
Cc1cccnc1NC(=O)CCNS(=O)(=O)c1ccc2c(c1)c(=O)n(C)c(=O)n2C,-4,5,-5,6,2,-0.2,-8,93,1,99
COc1cc(S(=O)(=O)N2CCOCC2)ccc1NC(=O)CN1c2cccc3cccc(c23)S1(=O)=O,23,9,-8,-7,-1,-0.2,6,106,0.8,109
CCOc1cc2[nH]c(=O)n(CCCC(=O)NCc3ccco3)c(=O)c2cc1OCC,9,0,-11,1,6,-0.3,-15,99,0.9,98
S=c1[nH]cnc2sc(-c3ccccc3)cc12,41,3,2,-8,6,0.1,-21,107,0.6,97
Cc1ccc2nc(N3CC(=O)Nc4ccccc43)nc(-c3ccccc3)c2c1,10,-12,-5,3,15,-0.4,7,97,0.9,86
COc1ccc(-c2noc(CN3CCCCC3)n2)cc1OC,6,-5,4,-3,-4,-0.4,-2,103,0.9,106
Cc1cc(O)ccc1NC(=O)CCN1C(=O)c2ccc([N+](=O)[O-])cc2C1=O,31,14,9,10,22,-0.3,11,91,0.7,82
O=c1c2ccccc2oc2nc(-c3ccco3)n(Cc3ccccc3)c(=O)c12,-2,8,-3,-8,11,-0.3,1,107,1,96
Fc1ccc(Oc2nccc(-c3ccc(Cl)cc3)n2)cc1,-10,16,-12,-7,12,-0.2,-28,107,1.1,95
CC1CCC(NC(=O)C2CCN(S(=O)(=O)c3ccc4nc5c(c(C(=O)O)c4c3)CC(C)CC5)CC2)CC1 (centres undefined),8,11,-16,0,-19,-0.3,-1,100,0.9,127
COc1ccc(C(=O)N/N=C2/SCC(=O)N2Cc2ccc3c(c2)OCO3)cc1OC,9,7,12,5,5,-0.1,-7,101,0.9,104
CCN1/C(=C2\OC(=S)N(C)C2=O)C=Cc2ccccc21,-17,4,12,-8,24,0.8,5,106,1.2,84
CCOC(=O)C1(Cc2ccccc2C)CCCN(C(=O)c2cc(CC)nn2C)C1 (centres undefined),10,22,-6,6,2,0.0,-5,93,0.9,101
COc1ccc(/C=N/NC(=S)Nc2cccc(C(=O)O)c2)cc1,-8,7,8,29,78*,-0.5,-29,72,1.1,36
CCOC(=O)N1CCN(S(=O)(=O)c2ccc3c(c2)SC(C)C(=O)N3)CC1 (centres undefined),9,7,-3,6,31,-0.2,2,95,0.9,78
CC(C)NC(=O)C(Cc1ccccc1)N1C(=O)c2ccccc2C1=O (centres undefined),3,5,4,-6,8,-0.2,-13,106,1,97
CSc1ccc(C(=O)C2CCCN(C(=O)CCCn3cncn3)C2)cc1 (centres undefined),-4,4,-13,0,8,-0.5,-8,98,1,97
COCCNS(=O)(=O)c1ccc(-c2ccc(S(=O)(=O)NCCOC)cc2)cc1,3,7,3,-1,10,-0.4,-6,101,1,94
CC(C)(C)NS(=O)(=O)c1ccc(Oc2ncc(C(F)(F)F)cc2Cl)cc1,22,1,-1,4,8,0.1,10,96,0.8,96
COc1ccc(C(c2nnnn2CC2CCCO2)N2CCN(c3ccccc3)CC2)cc1 (centres undefined),-2,8,-2,-5,2,0.0,-2,105,1,106
Cc1ccc(S(=O)(=O)N2CCC(C(=O)N[C@H](C(=O)NCC3CCCO3)C(C)C)CC2)cc1 (some centres undefined),-16,12,2,-2,4,0.3,-10,101,1.2,100
COCCn1c(SCC(=O)c2ccccc2)nc2ccccc2c1=O,29,10,-3,9,16,-0.1,-10,91,0.7,88
# Further compounds
SMILES,Diaph inh CS,G6PDH CS,TLR4-MyD88 BLA,STAT1 inh,STAT3 inh,Hsp70 act,APP transl inh,STAT1 act,Diaphorase act,STAT3 activator
O=C(CCN1C(=O)c2ccccc2C1=O)Oc1ccc2ccccc2c1,22,13,1,1,1,-0.1,-3,99,0.8,103
Cc1cc(SCC(=O)Nc2cccc(S(=O)(=O)NC3=NCCCCC3)c2)c(C)cc1Br,31,9,-7,0,7,0.0,-14,100,0.7,102
CCC(c1nnnn1Cc1ccc(F)cc1)N(CCCO)Cc1cc2cc3c(cc2[nH]c1=O)OCO3 (centres undefined),20,-2,11,-1,-1,0.0,-6,101,0.8,106
O=C1C2C3C=CC(C3)C2C(=O)N1c1ccc2ccccc2n1 (centres undefined),-9,8,4,-4,-1,-0.2,-14,105,1.1,102
COC(=O)c1cccc(S(=O)(=O)N2CCCC2)c1,-8,0,-15,10,2,-0.4,8,91,1.1,102
Cn1c(=O)c2c(-c3ccccc3)n(Cc3cccnc3)cc2n(C)c1=O,16,9,3,1,3,0.0,11,99,0.8,101
COc1ccc(C2CC(=O)C(CS(=O)(=O)c3ccccc3)C(=O)C2)cc1 (centres undefined),2,4,-2,-3,10,-0.1,13,103,1,95
O=C(O)Cn1nnnc1SCC(=O)Nc1ccccc1F,14,13,-12,-12,10,0.1,-10,109,0.9,98
Cc1cccc(NC(=S)NNC(=O)c2ccc(O)cc2O)c1C,-7,7,-5,-6,6,-0.2,-20,103,1.1,100
COc1cccc(CN2CCNC(=O)C2CC(=O)NCCOc2cccnc2)c1 (centres undefined),15,14,-7,-3,2,-0.1,-23,102,0.8,99
CCOC(=O)c1cccc(NC(=O)CSc2nnc(COc3ccccc3C)o2)c1,2,14,-15,2,20,-0.5,-10,98,1,91
CCCC1=[N+](CC(=O)c2ccccc2)CCn2cccc21,16,-8,19,1,8,-0.2,0,100,0.8,93
Cc1cc(=O)[nH]c(SCC(=O)N2CCN(S(=O)(=O)c3ccccc3)C2)n1,3,6,-11,2,5,-0.1,-6,97,1,101
Cc1cc(=O)n2nc(N3CCCC(C(=O)NC(C)c4ccccc4)C3)sc2n1 (centres undefined),11,10,11,1,-2,-0.5,5,99,0.9,99
CN(C)CCCN(Cc1ccccc1)C(=S)Nc1ccc(OC(F)F)cc1,6,-3,11,-13,-4,-0.2,0,112,0.9,103

# Screening results as filed in PubChem BioAssay.
